HP1b chromo inh: blocks HP1-beta chromodomain binding to methylated histone tails. P83916. AlphaScreen HP1-beta / biotin-H3K9me3 peptide binding. Potency, µM (titrated, usually from 114 µM), without a hit: at the highest dose activity change, negative = inhibition, most hits filed as inhibitors. 0.56% of 390,000 active; note: potency is the fitted concentration of half-maximal effect; nearly all actives have a fitted effect of over 70% in size; inactives centre near 23
Target sequence (P83916 whole entry, looked up): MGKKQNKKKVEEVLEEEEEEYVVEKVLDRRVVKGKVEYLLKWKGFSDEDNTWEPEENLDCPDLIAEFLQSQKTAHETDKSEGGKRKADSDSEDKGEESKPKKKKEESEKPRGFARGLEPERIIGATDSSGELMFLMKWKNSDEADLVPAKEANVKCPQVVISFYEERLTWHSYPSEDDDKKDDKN
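HP1-beta protein (50 nM final) preincubated 30 min at room temperature with biotinylated H3(1-18)K9me3 peptide (50 nM) in PBS pH 7.4, 0.01% Tween-20, then compound added for 30 min. AlphaScreen streptavidin donor/nickel chelate acceptor beads (10 ug/mL final), 30 min dark, luminescence read.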
USP1-UAF1 inh: blocks the human USP1/UAF1 deubiquitinase complex; recombinant USP1/UAF1, Ub-Rhodamine cleavage fluorescence; Potency, µM (titrated, usually from 57.1 µM), inactives show at the top dose activity change, negative = inhibition, hits mostly inhibitors; 0.23% of 390,000 active; AID 743255; note: potency is the fitted concentration of half-maximal effect; % is set by controls: 0 for no effect and ±100 for the full control effect; nearly all actives have a fitted effect of over 60% in size; inactives centre near -12
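USP1/UAF1 complex at 1 nM was preincubated with compound for 15 min at room temperature, then Ub-Rho substrate (150nM final) was added. Fluorescence (480/540 nm) was read kinetically, 6 reads every 60 seconds.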
mIDH1 inhibitor: inhibitors of human mutant IDH1 R132H. O75874. IDH1-R132H enzyme, NADPH consumption, diaphorase/resazurin fluorescence. Potency, µM (top dose mostly 76.6 µM), inactives show at the top dose activity change, negative = inhibition, actives largely listed as inhibitors. 0.093% of 390,000 active; note: potency is the fitted concentration of half-maximal effect; % is set by controls: 0 for no effect and ±100 for the full control effect; nearly all actives have a fitted effect of over 65% in size
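IDH1-R132H (0.5 ug/mL dispensed) in pH 7.5 Tris buffer was preincubated 30 min with compound, then given a substrate mix of 0.016 mM NADPH and 2 mM alpha-KG for 80 min at room temperature; remaining NADPH was read by diaphorase/resazurin fluorescence.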
TrxR1 substrate: rat thioredoxin reductase 1 substrate activity | purified TrxR1 substrate turnover, NADPH consumption readout | Potency, µM (titrated, usually from 114 µM), without a hit: top-dose activity change, negative = substrate turnover | 0.01% of 390,000 active | O89049; note: potency is the fitted concentration of half-maximal effect; % is set by controls: 0 for no effect and ±100 for the full control effect; nearly all actives have a fitted effect of over 50% in size
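Rat TrxR1, dispensed at 90 nM, was prereduced with 400 uM NADPH (final) for 5 min at ~22 deg C, then incubated with compound 15 min before 400 uM selenite. A first-read NADPH fluorescence drop versus no-compound background flagged substrates.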
Pin1 inh: human Pin1 inhibition. Q13526. Pin1 FP peptide displacement, HiFluor488, 10 min. Potency, µM (highest dose often 115 µM), inactives show top-dose activity, negative = inhibition, actives largely listed as inhibitors. 0.009% of 390,000 active. AID 504891; active = well fitted inhibition curve with a large enough effect in the polarisation, with a control signal flat, not every such curve was filed as active; inconclusive = small, poorly fitted or top-dose-only effect, or effect the other way, or a change in a side signal; inactive = no such curve, though single readings can be large or run the other way; the % refers to the polarisation; note: potency is the fitted concentration of half-maximal effect; % is set by controls: 0 for no effect and ±100 for the full control effect
Target sequence (Q13526 whole entry, looked up): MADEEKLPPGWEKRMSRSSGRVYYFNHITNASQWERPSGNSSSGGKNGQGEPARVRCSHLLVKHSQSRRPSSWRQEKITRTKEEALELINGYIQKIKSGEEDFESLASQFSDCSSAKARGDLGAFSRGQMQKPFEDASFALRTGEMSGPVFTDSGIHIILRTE
Tb PGK inh: blocks T. brucei phosphoglycerate kinase; PGK/GAPDH coupled, Kinase-Glo luminescence, 60 min; Potency, µM (doses to about 57.5 µM), without a hit: at the highest dose activity change, negative = inhibition, usual class: inhibitors; 0.043% of 380,000 active; AID 602233; note: potency is the fitted concentration of half-maximal effect; % is set by controls: 0 for no effect and ±100 for the full control effect; nearly all actives have a fitted effect of over 60% in size
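Luminescent ATP detection (Kinase-Glo Plus) follows a 60-minute room-temperature incubation, with wells lacking PGK as controls. Buffer: 100 mM TEA (pH 7.6), 5 mM MgCl2, 0.01% Tween-20. Coupling enzyme GAPDH (100 nM final) supplies unstable 1,3-BPG in-well.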
rTrxR1 inhibitor: inhibitors of rat thioredoxin reductase 1 | O89049 | AID 588453 | Potency, µM (titrated, usually from 114 µM), inactives show at the highest dose activity change, negative = inhibition, hits mostly inhibitors | recombinant rTrxR1, NADPH fluorescence consumption, selenite substrate | 1% of 390,000 active; note: potency is the fitted concentration of half-maximal effect; % is set by controls: 0 for no effect and ±100 for the full control effect; nearly all actives have a fitted effect of over 65% in size
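Rat TrxR1 (90 nM in the dispensed reagent) was pre-reduced with 400 uM NADPH for 5 min at room temperature, then incubated with compound for 15 min. After 400 uM selenite was added, NADPH fluorescence (Ex 340/Em 450 nm) was followed for 8 min.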
PI4K2A block: PI4K2A (human) kinase inhibition. purified PI4K2A, ADP-Glo luminescence, 1 h; hits give low values. activity change, negative = inhibition, % at 76.9 µM. 0.13% of 420,000 active; in the data active = activity change below about -50%; inconclusive = mostly about -30% to -49%;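 note: -100% = wells without enzyme as full effect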
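In this quantitative HTS, ADP production by PI4K2A was quantified luminescently after 1 h at ambient temperature; 100 microM adenosine served as plate-quality control.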
GLS inhibitor: blocks human kidney-isoform glutaminase activity; O94925; GLS enzymatic activity, qHTS titration; Potency, µM (highest dose often 45.5 µM), without a hit: top-dose activity change, negative = inhibition, usual class: inhibitors; 0.21% of 410,000 active; note: potency is the fitted concentration of half-maximal effect; % is set by controls: 0 for no effect and ±100 for the full control effect
Target sequence (O94925 whole entry, looked up, canonical isoform): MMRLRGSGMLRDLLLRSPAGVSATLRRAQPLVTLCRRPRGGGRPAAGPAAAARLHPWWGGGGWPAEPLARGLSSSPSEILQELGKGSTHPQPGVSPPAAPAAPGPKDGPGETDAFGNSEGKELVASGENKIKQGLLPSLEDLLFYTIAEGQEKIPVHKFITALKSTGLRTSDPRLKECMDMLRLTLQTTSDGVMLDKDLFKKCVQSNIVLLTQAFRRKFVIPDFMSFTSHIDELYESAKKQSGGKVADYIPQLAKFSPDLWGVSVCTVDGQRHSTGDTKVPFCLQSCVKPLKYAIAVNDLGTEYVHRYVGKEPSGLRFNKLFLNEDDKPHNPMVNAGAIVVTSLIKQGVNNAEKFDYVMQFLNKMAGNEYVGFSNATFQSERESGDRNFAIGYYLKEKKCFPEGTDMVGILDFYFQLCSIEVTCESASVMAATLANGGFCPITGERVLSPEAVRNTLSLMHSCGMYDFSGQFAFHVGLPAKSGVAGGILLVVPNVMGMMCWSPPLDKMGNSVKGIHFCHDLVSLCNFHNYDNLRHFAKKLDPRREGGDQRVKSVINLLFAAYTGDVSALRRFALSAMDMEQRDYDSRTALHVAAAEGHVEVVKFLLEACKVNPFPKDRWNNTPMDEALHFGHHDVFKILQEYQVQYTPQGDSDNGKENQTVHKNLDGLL
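Coupled fluorescence readout: glutamate oxidase/HRP/Amplex Red detect glutamate formed by hKGA from L-glutamine (1 mM solution added). Buffer 45 mM KH2PO4 pH 8.2, 0.02% Tween-20; reads at t0 and 30 min RT.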
The depositor's hits bear a star; i = inactive; ? = inconclusive; / = not tested or not shown; & = joins results of further samples; [ ] = another dose, or the depositor's remark. Unless noted, calls come from the whole dose curve; as a rule, active = well fitted curve in the direction sought with a large enough effect; inconclusive = small, poorly fitted or top-dose-only effect, or another doubt; inactive = no such curve, though single readings can be large; an effect the other way counts as inactive or inconclusive.

SMILES	HP1b chromo inh	USP1-UAF1 inh	mIDH1 inhibitor	TrxR1 substrate	Pin1 inh	Tb PGK inh	rTrxR1 inhibitor	PI4K2A block	GLS inhibitor
Cc1cccc(-c2nsc(SCC(=O)NCc3ccc4c(c3)OCO4)n2)c1	39%[activator]	-13%	8%	1%	10%	-3%	8%	-3	0%
CCCCn1c(=O)[nH]c(=O)c2c1nc(-c1ccc(C(F)(F)F)cc1)n2C	24%	-13%	2%	26%	-4%	-7%	-18%	4	-16%
O=S1(=O)CCN(C(CCO)c2cccc(C(F)(F)F)c2)CC1 (centres undefined)	17%	-6%	0%	9%[57.1 µM]	2%	-4%	28%[57.1 µM]	4	22%
COc1ccccc1NC(=O)c1nnn(-c2ccc(F)cc2)c1C	27%	-25%	-3%	6%	-2%	-7%	16%	-1	4%
COC(=O)CC1COc2ccccc2N1C(=O)c1cc(OC)c(OC)c(OC)c1 (centres undefined)	3%	-5%	8%	8%	-1%	/	22%	-4	0%
CCOc1cccc2c1OC1(C)CC2NC(=O)N1c1cccc(F)c1 (centres undefined)	11%	-23%	1%	9%[57.1 µM]	1%	0%	10%[57.1 µM]	1	7%
COc1ccc(OC)c(C2C(C(=O)Nc3nc4ccccc4s3)=C(C)NC3=C2C(=O)CCC3)c1 (centres undefined)	59%[activator]	-15%	-1%	94%[activator]	10%	5%	45%[activator]	5	41%[activator]
CCOC(=O)C(CN1CCCC1)c1ccccc1 (centres undefined)	25%	-10%	-5%	-1%	-18%	-4%	10%	-5	10%
CSc1nc(=O)c2c(n1C)NC(=O)CC2c1cc(F)cc(F)c1 (centres undefined)	48%[activator]	6%	6%	-9%	1%	6%	-20%	-1	0%
O=C(CN1CCOCC1)Nc1c(C(=O)C2CC2)oc2ccccc12	29%	-5%	1%	-3%	-14%	/	23%	1	3%
CC1Cn2c(nnc2-c2ccccc2O)S1 (centres undefined)	33%	-11%	1%	3%	2%	7%	22%	1	16%
CS(=O)(=O)Nc1ccc(C2=NN(C(=O)c3ccco3)C(c3ccc(F)cc3)C2)cc1 (centres undefined)	9%	-13%	-1%	-2%	13%	-10%	13%	-8	8%
COc1cccc(CC(=O)Nc2c(C(=O)N3CCN(c4ccccc4)CC3)oc3ccccc23)c1	7%	-17%	-2%	1%	-5%	-3%	19%	-4	6%
CN1C(=O)[C@H]2[C@@H](/C=C/c3ccccc3)N3C(=O)CN(Cc4ccc(-c5ccccc5)cc4)C(=O)[C@@]3(Cc3ccccc3)[C@H]2C1=O	19%	-15%	-10%	-1%	?	-4%	8%	2	-1%
Cn1cnc([N+](=O)[O-])c1Sc1ncnc2nc[nH]c12	21%	1%	0%	7%&4%[57.1 µM]	6%	6%	25µM*	-3	7%
O=S(=O)(c1ccc2c(c1)CCC2)N1CCN(c2nc(-c3ccccc3)nc3ccccc23)CC1	30%	/	/	4%	0%	/	18%	/	/
Cc1ccc(NC(=S)NN(C)c2nc(C)cnc2C)cc1	23%	-13%	-1%	-7%	-2%	6%	-3%	2	25%
COc1ccc(C2/C=C\CN(C(=O)C3CC3)CC(=O)N2Cc2ccc(F)cc2)cc1 (centres undefined)	39%&6%	4%	-8%	-8%	-7%&3%	-4%	-10%	0	7%
Cc1ccc(C)c(Cc2c(C)nc3c(C(=O)N4CCOCC4)cnn3c2C)c1	45%[activator]	-14%	3%	98%[activator]	?	i	23%	4	-9%
CCc1ccc(CN(C)Cc2c(C(=O)N3CCOCC3)nc3c(C)cccn23)nc1	/	?	-4%	/	/	-9%	/	-7	1%
Cc1nc(N2CCNCC2)c2c3c(sc2n1)CCCC3	20%	-5%	1%	8%[2.29 µM]	2%	-3%	27%	-2	1%
CC(=O)NC1=NC(=O)CS1	20%	-13%	-4%	4%[57.1 µM]	-1%	-7%	10%[57.1 µM]	14	1%
Cc1ccc(OCCCC(=O)N2CCOCC2)c(C)c1	23%	-16%	7%	1%	-8%	-3%	-5%	8	-5%
COc1cccc(-c2nc(NCCN3CCOCC3)c3ccccc3n2)c1O	7%	-22%	10%	7%	?	-3%	21%	3	/
Cc1nnc(NC(=O)CC(C)c2ccccc2)s1 (centres undefined)	32%	-10%	11%	1%	-8%	-7%	13%	4	3%
N#CCCN(NC(=O)OCc1ccccc1)C(=O)OCc1ccccc1	39%[activator]	-19%	4%	-7%	-3%	i	-3%	-4	1%
COc1ccc(CCNC(=S)c2ccccc2)cc1OC	17%	-2%	-4%	-3%	-2%	-1%	-2%	-3	4%
Cc1nn(-c2ccccc2)c(C)c1C1C(C#N)=C(N)Oc2n[nH]c(C)c21 (centres undefined)	31%	-19%	7%	3%	-1%	5%	1%	-3	20µM*
COc1ccc(-c2c(C)nn3c(N4CCC(C(=O)N5CCCCC5)CC4)cc(C)nc23)cc1OC	41%[activator]	8%	-3%	-5%	5%	4%	-3%	2	6%
CCOC(=O)C1CCN(C(=O)c2sc3ncn(CC(=O)N4CCCCC4)c(=O)c3c2C)CC1	/	?	0%	/	/	-13%	/	3	-1%

One compound at a time (already shown). Screens in order: HP1b chromo inh	USP1-UAF1 inh	mIDH1 inhibitor	TrxR1 substrate	Pin1 inh	Tb PGK inh	rTrxR1 inhibitor	PI4K2A block	GLS inhibitor
Cc1nnc(NC(=O)CC(C)c2ccccc2)s1 (centres undefined) reads 32%	-10%	11%	1%	-8%	-7%	13%	4	3%
COc1ccc(C2/C=C\CN(C(=O)C3CC3)CC(=O)N2Cc2ccc(F)cc2)cc1 (centres undefined) reads 39%&6%	4%	-8%	-8%	-7%&3%	-4%	-10%	0	7%

Some of these compounds in order of count of non-hydrogen atoms, low to high:
SMILES	HP1b chromo inh	USP1-UAF1 inh	mIDH1 inhibitor	TrxR1 substrate	Pin1 inh	Tb PGK inh	rTrxR1 inhibitor	PI4K2A block	GLS inhibitor
Cc1nnc(NC(=O)CC(C)c2ccccc2)s1 (centres undefined)	32%	-10%	11%	1%	-8%	-7%	13%	4	3%
Cc1ccc(OCCCC(=O)N2CCOCC2)c(C)c1	23%	-16%	7%	1%	-8%	-3%	-5%	8	-5%
COc1ccc(CCNC(=S)c2ccccc2)cc1OC	17%	-2%	-4%	-3%	-2%	-1%	-2%	-3	4%
N#CCCN(NC(=O)OCc1ccccc1)C(=O)OCc1ccccc1	39%[activator]	-19%	4%	-7%	-3%	i	-3%	-4	1%
Cc1ccc(C)c(Cc2c(C)nc3c(C(=O)N4CCOCC4)cnn3c2C)c1	45%[activator]	-14%	3%	98%[activator]	?	i	23%	4	-9%
CCc1ccc(CN(C)Cc2c(C(=O)N3CCOCC3)nc3c(C)cccn23)nc1	/	?	-4%	/	/	-9%	/	-7	1%
COc1ccc(-c2c(C)nn3c(N4CCC(C(=O)N5CCCCC5)CC4)cc(C)nc23)cc1OC	41%[activator]	8%	-3%	-5%	5%	4%	-3%	2	6%

(list continues)
SMILES	HP1b chromo inh	USP1-UAF1 inh	mIDH1 inhibitor	TrxR1 substrate	Pin1 inh	Tb PGK inh	rTrxR1 inhibitor	PI4K2A block	GLS inhibitor
CCOC(=O)C1(CCc2ccccc2)CCN(C(=O)C(C)n2cncn2)CC1 (centres undefined)	37%	-6%	0%	0%	-4%	i	15%	-1	-1%
CCCN(C(=O)c1nc2nccc(C)n2n1)c1c(N)n(Cc2ccccc2)c(=O)[nH]c1=O	54%[activator]	-22%	5%	9%	-1%	i	32%[activator]	-2	-5%
COc1ccc(CNC(=O)Cn2nc(Cc3cccnc3)c3ccccc3c2=O)cc1	33%	-19%	-4%	-1%[57.1 µM]	0%	i	6%[57.1 µM]	5	1%
CS(=O)(=O)N(CCC#N)Cc1ccc(C=O)o1	-5%	-23%	-2%	2%	-11%	-10%	7%	-1	1%
Cc1cc(C)c(C(=O)COC(=O)c2cccnc2Cl)c(C)c1	98%[activator]	-13%	-3%	-4%	-8%	-1%	7%	0	1%
CC(OC(=O)CCN1C(=O)c2cccc([N+](=O)[O-])c2C1=O)C(=O)Nc1cc(Cl)cc(Cl)c1 (centres undefined)	4%	-15%	2%	-1%	-5%	1%	-6%	1	4%
CN(CCOC(=O)c1ccccc1)Cc1ccccc1	43%[activator]	-17%	2%	-7%	5%	10%	2%	-2	-3%
O=C(c1ccc2ccccc2c1)C1CCCN(C(=O)c2cnccn2)C1 (centres undefined)	56%[activator]	-20%	1%	14%	-5%	5%	18%	-21	1%
CC(=O)CS(=O)(=O)c1ccc(Oc2ccc(S(=O)(=O)CC(C)=O)cc2)cc1	17%	-11%	-7%	8%[57.1 µM]	?	-5%	-74%	0	-1%

These rows are one share of the data; count on the stated rates, not on these rows.
